# MgcRacGAP inhibition – MgcRacGAP GTPase-activating activity inhibitors, confirmation, biochemical, ADP Hunter fluorescence. 340,000 tested, 0.6% active. MgcRacGAP-stimulated Rac1 GTP hydrolysis, ADP Hunter fluorescence; higher % means a stronger effect; GST-tagged Rac1 F28L mutant substrate. inhibition, % at 30 µM; hits with a dose series show IC50 in µM. AID 624330;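 active = first-screen hits whose inhibition reached a set limit at any dose in the follow-up dose series; inconclusive = inhibition above the set first-screen limit but never retested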;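 note: fluorescence reports GDP produced by GAP-driven GTP hydrolysis; strong numbers were not always called active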
# PhoP inhibition – PhoP-dependent GFP reporter repression – Salmonella Typhimurium, primary screen (AID 1863). 300,000 tested, 0.16% active. S. Typhimurium PhoP-regulated promoter GFP reporter, 4 h; higher % means a stronger effect. inhibition, % at 50 µM; hits with a dose series show IC50 in µM;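 active = inhibition over 29.93%, a cutoff 3 SD above the screen mean, later confirmed by dose response; inconclusive = inhibition over 29.93% but no dose response follow-up; inactive = inhibition at most 29.93% or unconfirmed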;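 note: 0% = low Mg2+ inducing control and 100% = high Mg2+ repressing control; strong numbers were not always called active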
# West Nile antiviral – inhibition of WNV-induced cytopathic effect – cell-based, CPE readout (AID 1621); 290,000 tested, 0.02% active; West Nile virus-infected cells, CPE inhibition; higher % means a stronger effect; CPE inhibition, % at 10 µM, or IC50 in µM where a hit was titrated; in the data active = a potency from the dose series; inconclusive = CPE inhibition mostly from about 3.7% at the one dose, without a potency; inactive = the rest, 99 in 100 with CPE inhibition below about 2.2%; note: strong numbers were not always called active
# Dengue-2 NS5 capping – Dengue-2 NS5 methyltransferase inhibitors, primary screen, biochemical, confirmation dose response (AID 588689). Dengue-2 NS5 methyltransferase capping enzyme assay, biochemical; higher % means a stronger effect. one-dose inhibition, % at 25 µM; IC50 in µM for titrated hits. 340,000 tested, 0.3% active; in the data active = a potency from the dose series; inconclusive = inhibition above about 29% without an active follow-up result
# SV40 large T antigen – TAg ATPase/helicase activity blockers – biochemical (AID 1903); SV40 large T antigen ATPase/helicase inhibition assay; higher % means a stronger effect; 310,000 tested, 0.39% active; inhibition, % at 20 µM; hits with a dose series show IC50 in µM; in the data active = a potency from the dose series; inconclusive = inhibition mostly from about 32% at the one dose, without a potency; inactive = the rest, 99 in 100 with inhibition below about 32%; note: strong numbers were not always called active
# UTI89 phage lysis – protection from phage-mediated lysis, alamar blue read-out – E. coli UTI89, K1F phage, bacterial capsule biogenesis inhibitors (AID 488966) | one-dose inhibition, % at 100 µM; IC50 in µM for titrated hits | 340,000 tested, 0.02% active | E. coli UTI89 K1F phage lysis, alamar blue, 2 h; higher % means a stronger effect;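 active = phage lysis inhibition, versus mean bacterial control, above a set limit; inconclusive = no clear call, values can overlap the other calls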;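 note: capsule biogenesis inhibitors block K1F phage lysis so surviving cells raise fluorescence; higher fluorescence means more inhibition of phage lysis; actives were called in the ten point dose series up to 300 µM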
# NTR1 agonist – NTR1-driven beta-arrestin-GFP spot formation – imaging, U2OS cells, high content, primary screen (AID 493036) | P30989 | 330,000 tested, 0.17% active | agonist mode | activation, % at 20 µM;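 active = activation at or above 40% of the spot to cytoplasm intensity ratio, with at least 20 cells analyzed; inconclusive = wells under 20 cells, flagged as cytotoxic or low count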;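 note: 0% = DMSO without peptide and 100% = 100 nM NTR1 peptide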
# Target sequence (P30989 whole entry, looked up): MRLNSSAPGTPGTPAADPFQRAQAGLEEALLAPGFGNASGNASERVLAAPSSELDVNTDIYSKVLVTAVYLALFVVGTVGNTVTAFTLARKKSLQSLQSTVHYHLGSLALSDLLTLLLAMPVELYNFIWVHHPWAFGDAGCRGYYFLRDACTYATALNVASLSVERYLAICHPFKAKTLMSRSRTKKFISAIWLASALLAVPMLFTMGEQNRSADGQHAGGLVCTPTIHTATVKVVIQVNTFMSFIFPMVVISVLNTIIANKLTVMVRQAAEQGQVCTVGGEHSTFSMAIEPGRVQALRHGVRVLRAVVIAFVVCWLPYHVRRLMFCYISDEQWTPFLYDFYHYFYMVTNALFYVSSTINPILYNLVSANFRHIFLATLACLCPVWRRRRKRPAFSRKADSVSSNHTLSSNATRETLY
# T cell modulator – modulates CD8 T cell binding to vesicles; 2C CD8+ T cell-vesicle binding, flow cytometry; active compounds read low; calls only at 7 µM; 330,000 tested, 0.068% active;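 active = response, share of CD8 T cells binding vesicles, and their 90th percentile fluorescence all below set limits, cut at about 80% in these data, passing the limit was not always enough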
#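 System: murine 2C transgenic CD8+ T lymphocytes; also added: QL9-loaded Drosophila micro-vesicles; times: binding 1.5 h at 37 °C; measured by: flow cytometry, PE anti-B7-1 (FL2) versus Alexa647 anti-CD8 (FL8), PFA-fixed; control set: Peptide-free naked vesicles (low) and QL9 vesicles with 0.7% DMSO vehicle (high)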
# RSV CPE inhibition – inhibition of RSV-induced cytopathic effect – HEp-2 cells, primary 10 µM value included (AID 2391) | HEp-2 cells, RSV-induced CPE inhibition; higher % means a stronger effect | CPE inhibition, % at 10 µM; hits with a dose series show IC50 in µM | 310,000 tested, 0.13% active; in the data active = a potency from the dose series; inconclusive = CPE inhibition mostly from about 23% at the one dose, without a potency; inactive = the rest, 99 in 100 with CPE inhibition below about 21%; note: strong numbers were not always called active
# T cell modulator vesicle-bound % – also measured in T cell modulator; calls as there; double positive events, %; measured here: CD8+ vesicle-bound cell fraction;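 binding gate set so that unloaded-vesicle control wells show 10% double positive cells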
# NTR1 agonist cell count 20 µM – second read-out of NTR1 agonist, no call of its own (marks repeat the call); cell count; measured here: cell count, cytotoxicity flag
# Dengue-2 NS5 capping pilot replicate – second read-out of Dengue-2 NS5 capping, no call of its own (marks repeat the call); inhibition, %; measured here: pilot screen replicate inhibition
# Starred values were filed as active, the others as inactive; i = inactive; ? = inconclusive; · = not tested or not shown; [ ] = another dose, or the depositor's remark.
SMILES,MgcRacGAP inhibition,PhoP inhibition,West Nile antiviral,Dengue-2 NS5 capping,SV40 large T antigen,UTI89 phage lysis,NTR1 agonist,NTR1 agonist cell count 20 µM,T cell modulator,T cell modulator vesicle-bound %,RSV CPE inhibition,others
CCOC(=O)c1c(NC(=O)C2CCCCC2)sc2c1CCN(C(C)C)C2,3.2%,·,-0.6%,-7.0%,8.9%,0.4%,-2.6,47,i,23.9,-0.6%,
CN1CCCCCC1=NC1=C(C#N)CCCC1,5.7%,12.0%,-0.1%,-2.7%,0.7%,0.6%,1.3,67,i,3.2,1.4%,
CCOC(=O)C1Nc2ccc(C)cc2C2C=CCC12 (centres undefined),10.5%,·,-0.1%,8.8%,8.9%,0.6%,-0.7,47,·,·,2.6%,
O=C(CSc1nnc(C2CC2)n1C1CC1)c1ccc(F)c(F)c1,7.1%,·,·,-1.5%,·,1.4%[50 µM],0.5,60,i,34.5,-0.5%,
Cc1cc(C)nc(SCC(=O)c2ccc(F)cc2)n1,3.6%,-3.5%,0.0%,-4.8%,6.6%,-1.0%,0.5,63,i,61.7,0.9%,
O=C(C1CC1)N1CCc2cc(Br)cc(S(=O)(=O)N3CCN(c4ccccn4)CC3)c21,8.3%,-4.2%,-0.4%,-3.2%,3.5%,0.5%,0.8,82,i,14.1,7.0%,
COC(=O)N/N=C/c1cc(OC)c(O)c([N+](=O)[O-])c1,7.3%,18.0%,-0.2%,2.5%,16.0%,1.3%[50 µM],-1.1,37,i,6.6,0.7%,
O=C(NCCNS(=O)(=O)c1ccccc1)c1ccc([N+](=O)[O-])cc1,0.4%,4.0%,-0.2%,0.7%,2.5%,0.1%,1.2,64,i,11.4,1.1%,
Cc1nc2ccccn2c1-c1csc(NCc2ccco2)n1,11.9%,3.9%,-0.9%,-7.8%,22.6%,0.5%,1.6,82,i,40.6,6.9%,
COc1cc(OC)c(OC)cc1CNCCNC(=O)c1nonc1N,6.0%,-11.4%,-0.5%,5.5%,-0.4%,0.5%,-1.4,61,i,38.8,1.2%,Dengue-2 NS5 capping pilot replicate=-1.5
CCCNC(=O)Nc1ccc(NC(C)=O)cc1,2.8%,-2.1%,0.2%,-3.5%,5.3%,0.2%,-0.6,86,i,61.9,1.3%,
CCC(C)NC(=O)C1CCN(S(=O)(=O)c2cccs2)CC1 (centres undefined),2.3%,2.1%,0.5%,3.1%,10.3%,0.8%,-0.2,82,i,8.4,2.3%,
Cc1ccc2c(c1)CCCN2C(=O)c1cccs1,2.6%,-4.1%,-0.7%,-4.1%,-0.3%,2.6%,0.6,79,i,20.5,·,
COc1cc(/C=N/N2C(=O)CSC2=S)ccc1O,?,-5.3%,0.5%,-16.2%,37.9%,0.4%,-0.6,87,i,52.8,0.8%,
COc1ccc(NC(=O)CSc2nc3sc(C)c(C)c3c(=O)n2Cc2ccco2)cc1,11.6%,1.3%,-0.4%,0.0%,2.8%,1.2%,2.5,56,i,17.8,6.1%,
COc1ccc(CCNC(=O)c2cc(C)oc2C)cc1OC,3.6%,-1.2%,-0.1%,-13.4%,4.8%,-0.7%,1.7,41,i,22.6,2.7%,
CCCCCCn1c(CN2CCC(C)CC2)nc2c1c(=O)n(C)c(=O)n2C,7.8%,-0.3%,-0.7%,-4.8%,5.3%,4.8%,-0.6,48,i,21.4,1.1%,
c1ccc(-c2ccc3c(c2)NCCN3)cc1,?,10.6%,0.1%,5.2%,7.54µM*,0.5%,-0.8,95,i,48.3,8.4%,
COc1ccc(-c2cnc(N)nc2-c2ccc(OC)cc2O)cc1,4.2%,-11.3%,0.9%,-1.6%,-1.4%,2.8%,-1.6,61,i,22.0,2.0%,
CCOC(=O)N1CCN(C(=O)c2ccc3c(c2)N(Cc2ccc(C)cc2)CCS3)CC1,7.9%,6.6%,0.8%,-5.7%,4.3%,-0.3%,1.9,83,i,52.7,0.5%,
CC(O)CNC(=O)C1CCN(Cc2ccc(OCc3ccccc3)cc2)CC1 (centres undefined),31.3%,-7.3%,-0.7%,-1.3%,7.5%,-0.2%,-0.5,79,i,58.8,-0.8%,
CCCC(C)NC(=O)COC(=O)c1cccc(NS(C)(=O)=O)c1 (centres undefined),7.6%,-13.2%,1.1%,-2.4%,5.9%,-0.1%,-0.3,59,i,37.5,0.5%,
O=C(NCc1ccco1)/C(=C\c1cccnc1)NC(=O)c1ccccc1F,7.2%,1.6%,0.7%,-7.1%,0.3%,0.1%,-0.5,76,i,36.3,0.6%,
CCCC(=O)Nc1cc(C(=O)N(C)CC(OC)OC)ccc1S(=O)(=O)c1ccc(C)cc1,7.8%,1.8%,-0.6%,-6.0%,8.4%,0.1%,0.1,81,i,49.3,0.6%,
CC(C)n1nnnc1SCC(=O)c1ccc2c(c1)OCCO2,3.6%,7.0%,0.1%,0.0%,2.7%,-1.2%,3.8,58,i,21.6,1.0%,
# (list continues)
SMILES,MgcRacGAP inhibition,PhoP inhibition,West Nile antiviral,Dengue-2 NS5 capping,SV40 large T antigen,UTI89 phage lysis,NTR1 agonist,NTR1 agonist cell count 20 µM,T cell modulator,T cell modulator vesicle-bound %,RSV CPE inhibition,others
CCn1c(=O)c(=O)[nH]c2cc(C(=O)NC3CCCc4ccccc43)ccc21 (centres undefined),-3.7%,2.8%,0.6%,1.6%,18.9%,0.1%,2.0,89,i,31.4,0.1%,
O=C(CN1CCOCC1)Nc1ccccc1C(=O)Nc1ccccc1,5.4%,-0.7%,-0.4%,-7.5%,5.8%,0.1%,1.5,36,i,27.6,1.1%,
COc1ccc(S(=O)(=O)N2CCCCCC2)cc1C(=O)N1CCCCC1,1.5%,5.6%,-0.8%,3.2%,12.8%,-0.1%,0.8,62,i,20.0,1.0%,
COc1cccc(NC(=O)COC(=O)c2cc(=O)c3ccccc3o2)c1,4.0%,·,·,-6.1%,·,0.7%[50 µM],-0.2,52,i,33.3,0.2%,
CN(CCOc1ccccc1)C(=O)c1cc(S(=O)(=O)N2CCCCC2)ccc1Cl,3.7%,-0.7%,·,-7.2%,10.7%,-0.3%[50 µM],-0.5,87,i,55.0,?,
COc1ccc(/C=C2/Sc3ccc(C(=O)NCCN4CCCCCC4)cc3NC2=O)cc1,1.6%,-7.9%,-1.7%,3.6%,12.7%,-0.2%,23.9,60,i,11.1,-2.0%,
CCN(C#N)c1nc(N(C)C)nc(N(C)C)n1,6.7%,11.9%,-0.3%,0.7%,1.2%,0.1%,-1.4,89,i,25.5,1.5%,
Cc1cccn2c(=O)c3cc(C#N)c(=NC(=O)c4cccs4)n(CC(C)C)c3nc12,11.3%,-10.5%,-1.3%,4.7%,5.0%,0.7%,17.1,58,i,57.3,20.4%,
COc1cn(-c2ccccc2)nc1C(=O)NCc1ccc(C)cc1,·,-0.4%,-0.2%,-4.6%,-0.2%,-0.1%,3.3,93,i,43.0,5.4%,
O=C(Nc1nnc(SCc2ccc(Cl)cc2)s1)C1CC(=O)N(Cc2ccccc2)C1 (centres undefined),-2.0%,-4.7%,-0.6%,-8.8%,3.3%,0.0%,1.8,87,i,63.5,13.3%,
COc1cccc(NC(=S)N(Cc2ccccn2)Cc2ccccc2Cl)c1,4.0%,3.1%,-1.1%,-6.0%,12.7%,-0.3%,-0.5,51,i,35.2,1.2%,
Cc1cccc(N2CCN(C(=O)c3ccc(NS(=O)(=O)c4c(C)noc4C)cc3)CC2)c1C,-5.6%,-9.5%,-0.2%,-12.2%,6.6%,2.1%,5.3,62,i,67.0,16.5%,
CCS(=O)(=O)N1CCCC(C(=O)NCCCN(C)Cc2ccccc2)C1 (centres undefined),12.2%,-4.1%,-0.1%,0.7%,12.1%,-0.1%,-1.3,43,i,20.5,0.1%,
CCOc1ccccc1NC(=O)c1cccc(NC(=O)CC(c2ccccc2)c2ccccc2)c1,8.8%,0.7%,1.1%,-1.4%,-0.3%,0.8%[50 µM],7.1,49,i,7.4,18.5%,
C=CCn1c(SCC(C)=O)nnc1-c1ccc2ncccc2c1,4.7%,-0.6%,0.0%,-5.4%,6.3%,0.7%,-0.4,48,i,31.4,0.7%,
CN(C)CCCNC(=S)Nc1ccc(-c2ccccc2)cc1,12.5%,9.9%,2.3%,-1.6%,10.3%,0.0%,0.7,61,i,57.9,-3.3%,
FC(F)(F)COc1cc(-c2nnc(SCc3ccccc3)n2Cc2ccco2)cc(OCC(F)(F)F)n1,9.3%,-5.5%,-0.9%,-2.3%,9.1%,1.1%,8.2,50,i,28.3,·,
CNC(=O)c1cc(OCC(F)(F)F)ccc1OCC(F)(F)F,2.7%,2.2%,0.8%,-0.8%,3.1%,0.5%,1.1,29,i,27.9,1.4%,
N#C/C(=C\c1ccc2c(c1)OCCO2)C(=O)Nc1nccs1,12.1%,8.4%,-0.3%,-4.1%,8.3%,0.2%,-1.6,34,i,40.4,1.8%,
Cc1ccc(CNC(=O)C2CCC(=O)N(Cc3ccccc3F)C2)s1 (centres undefined),-3.2%,0.6%,0.1%,-8.9%,5.1%,0.3%,1.3,58,i,11.4,3.9%,
Cc1c(CCC(=O)O)c(=O)oc2cc(OCc3ccccc3F)ccc12,6.7%,-1.3%,-0.2%,-12.9%,23.4%,0.2%,-1.1,80,i,57.2,0.0%,

# Compounds shown so far containing two or more sulfur atoms:
SMILES,MgcRacGAP inhibition,PhoP inhibition,West Nile antiviral,Dengue-2 NS5 capping,SV40 large T antigen,UTI89 phage lysis,NTR1 agonist,NTR1 agonist cell count 20 µM,T cell modulator,T cell modulator vesicle-bound %,RSV CPE inhibition,others
CCC(C)NC(=O)C1CCN(S(=O)(=O)c2cccs2)CC1 (centres undefined),2.3%,2.1%,0.5%,3.1%,10.3%,0.8%,-0.2,82,i,8.4,2.3%,
COc1cc(/C=N/N2C(=O)CSC2=S)ccc1O,?,-5.3%,0.5%,-16.2%,37.9%,0.4%,-0.6,87,i,52.8,0.8%,
COc1ccc(NC(=O)CSc2nc3sc(C)c(C)c3c(=O)n2Cc2ccco2)cc1,11.6%,1.3%,-0.4%,0.0%,2.8%,1.2%,2.5,56,i,17.8,6.1%,
O=C(Nc1nnc(SCc2ccc(Cl)cc2)s1)C1CC(=O)N(Cc2ccccc2)C1 (centres undefined),-2.0%,-4.7%,-0.6%,-8.8%,3.3%,0.0%,1.8,87,i,63.5,13.3%,

# Screens from PubChem BioAssay.
